# MT1-MMP act inh: blockers of MT1-MMP proenzyme processing, primary screen, HT1080 RFP-PRO-GFP cells, GFP/RFP fluorescence | hit rate 0.061% among 360,000 | Matrix metalloproteinase-14 (Homo sapiens), P50281 | GFP/RFP ratio fluorescence, overnight; percent of plate control window, DMSO zero | GFP/RFP ratio change, % at 20 µM;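 active = GFP/RFP ratio change of at least 30% with cell ATP level not reduced by more than half and red fluorescence within 50% of control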; also: strong numbers were not always called active
#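 Assay system: HT1080 cells carrying an RFP-PRO-GFP reporter | Dosing: Single dose of 20 µM compound, 1% DMSO final | Incubation: Cells overnight before dosing, compound overnight, 37 °C, 5% CO2 | Evaluation: GFP/RFP fluorescence ratio | Control set: DMSO and RFP-L50D-GFP cell wells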
# CendR NRP1 mod: modulators of CendR peptide binding to NRP-1, primary screen, biochemical, fluorescence polarization, uHTS; hit rate 0.85% among 360,000; FAM-RPARPAR peptide binding to NRP-1; Neuropilin-1 (Homo sapiens), O14786; inhibition, % at 25 µM; AID 602438, 2012;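 active = inhibition or corrected inhibition above about 18%, plus a signal ratio from 0.5 to 1.5, limit read from the data, passing the limit was not always enough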; also: strong numbers were not always called active
# MsrA inh: bovine MsrA enzyme inhibitors, primary screen, biochemical, absorbance, HTS; AID 651718, 2012; Methionine sulfoxide reductase A (Bos taurus); hit rate 0.75% among 360,000; purified bovine MsrA, absorbance read-out; inhibition, % at 15.5 µM; in the data active = inhibition above about 4.5%;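 also: 0% = vehicle wells with enzyme and 100% = reference inhibitor wells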
# E coli Lon inh: inhibitors of E. coli Lon protease, primary screen, biochemical, fluorescence polarization; P0A9M0; AID 602123, 2011; purified E. coli Lon protease; hit rate 0.42% among 360,000; inhibition, % at 7.94 µM; in the data active = inhibition above about 13%, passing the limit was not always enough;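 also: 0% = enzyme with probe and DMSO and 100% = no enzyme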
# Rin1-Abl PPI inh: inhibitors of Rin1-Abl protein binding, primary screen, biochemical, TR-FRET. inhibition, % at 7.35 µM. Tyrosine-protein kinase ABL1 (Homo sapiens) + Ras and Rab interactor 1 (Homo sapiens), …. hit rate 0.4% among 360,000. AID 588664, 2011; in the data active = inhibition above about 5%, passing the limit was not always enough
# Target sequence (P00519 whole entry, looked up): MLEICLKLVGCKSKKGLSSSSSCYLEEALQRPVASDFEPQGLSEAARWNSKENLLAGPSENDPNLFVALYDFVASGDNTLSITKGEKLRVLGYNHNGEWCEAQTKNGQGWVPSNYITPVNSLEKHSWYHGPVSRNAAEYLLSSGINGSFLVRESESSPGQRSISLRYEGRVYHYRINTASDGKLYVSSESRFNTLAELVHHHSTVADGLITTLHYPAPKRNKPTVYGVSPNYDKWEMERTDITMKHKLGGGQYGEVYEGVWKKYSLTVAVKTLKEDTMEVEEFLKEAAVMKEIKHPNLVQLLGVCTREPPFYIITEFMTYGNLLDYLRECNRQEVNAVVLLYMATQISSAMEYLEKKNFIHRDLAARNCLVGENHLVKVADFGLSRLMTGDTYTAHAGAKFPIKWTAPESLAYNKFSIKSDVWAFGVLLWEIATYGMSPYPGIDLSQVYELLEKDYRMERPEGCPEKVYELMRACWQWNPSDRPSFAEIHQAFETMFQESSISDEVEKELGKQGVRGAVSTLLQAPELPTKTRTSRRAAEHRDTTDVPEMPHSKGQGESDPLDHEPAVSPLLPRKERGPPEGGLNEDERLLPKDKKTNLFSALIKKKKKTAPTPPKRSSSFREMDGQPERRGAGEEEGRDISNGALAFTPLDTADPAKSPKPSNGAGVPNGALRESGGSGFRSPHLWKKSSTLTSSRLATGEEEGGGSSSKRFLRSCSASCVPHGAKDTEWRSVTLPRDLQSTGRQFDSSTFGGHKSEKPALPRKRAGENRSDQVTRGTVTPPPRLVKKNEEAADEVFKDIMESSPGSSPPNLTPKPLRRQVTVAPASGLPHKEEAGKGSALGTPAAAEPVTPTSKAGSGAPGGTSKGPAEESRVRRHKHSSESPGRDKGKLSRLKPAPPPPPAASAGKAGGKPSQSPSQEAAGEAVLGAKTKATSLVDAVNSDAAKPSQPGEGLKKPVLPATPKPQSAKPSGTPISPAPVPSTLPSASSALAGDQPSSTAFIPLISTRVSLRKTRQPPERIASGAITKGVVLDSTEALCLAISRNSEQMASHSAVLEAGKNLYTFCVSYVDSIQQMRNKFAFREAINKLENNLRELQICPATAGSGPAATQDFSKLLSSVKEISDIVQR
# Target sequence (Q13671 whole entry, looked up): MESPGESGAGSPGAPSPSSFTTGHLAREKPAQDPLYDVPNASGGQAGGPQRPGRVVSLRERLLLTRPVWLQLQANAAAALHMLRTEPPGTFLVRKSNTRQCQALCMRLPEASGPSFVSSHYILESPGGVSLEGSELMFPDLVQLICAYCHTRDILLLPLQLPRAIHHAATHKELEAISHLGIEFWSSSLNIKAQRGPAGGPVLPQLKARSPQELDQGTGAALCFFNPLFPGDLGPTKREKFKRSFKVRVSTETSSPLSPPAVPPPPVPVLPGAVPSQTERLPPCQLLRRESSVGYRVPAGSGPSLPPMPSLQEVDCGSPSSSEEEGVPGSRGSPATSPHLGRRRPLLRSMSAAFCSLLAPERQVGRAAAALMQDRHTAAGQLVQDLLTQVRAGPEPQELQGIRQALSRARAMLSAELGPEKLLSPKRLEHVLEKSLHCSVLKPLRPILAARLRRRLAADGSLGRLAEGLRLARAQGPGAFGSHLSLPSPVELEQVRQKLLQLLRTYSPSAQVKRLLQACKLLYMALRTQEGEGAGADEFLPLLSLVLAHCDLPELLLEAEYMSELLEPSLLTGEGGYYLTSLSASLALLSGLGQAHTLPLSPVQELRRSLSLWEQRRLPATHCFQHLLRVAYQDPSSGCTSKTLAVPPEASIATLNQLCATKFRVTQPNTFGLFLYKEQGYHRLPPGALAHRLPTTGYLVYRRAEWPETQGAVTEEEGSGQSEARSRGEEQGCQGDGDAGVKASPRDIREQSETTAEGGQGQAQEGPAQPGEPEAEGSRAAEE
# FAS-TE inh: FAS thioesterase domain inhibitors, primary screen, biochemical, fluorescence intensity, uHTS; Fatty acid synthase (Homo sapiens), P49327; recombinant FAS-TE, OMFH fluorogenic substrate, fluorescence endpoint; inhibition, % at 15 µM; hit rate 0.67% among 360,000; AID 602261, 2012;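 active = compounds whose normalised, plate-corrected inhibition of enzyme fluorescence in the single-dose primary screen is 50% or more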;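 also: 0% = DMSO with enzyme and 100% = substrate without enzyme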
# MsrA act: bovine MsrA enzyme activators, primary screen, biochemical, absorbance, HTS. Methionine sulfoxide reductase A (Bos taurus). hit rate 0.3% among 360,000. purified bovine MsrA, absorbance read-out. activation, % at 10.6 µM; in the data active = activation above about 7.5%;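 also: 0% = vehicle and 100% = reference activator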
# SKN-1 inh: suppressors of acrylamide-induced Pgst-4::GFP reporter in worms, primary screen, SKN-1 inhibitor project, whole organism, uHTS, GFP/RFP fluorescence ratio, strain VP596; AID 624304, 2012; inhibition, % at 21.8 µM; hit rate 0.49% among 360,000; C. elegans VP596 Pgst-4::GFP/RFP ratio, 24 h;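 active = interference check ratio from 0.5 to 1.5 plus GFP to RFP signal ratio inhibition reaching or exceeding a fixed threshold, cut at about 30% in these data, passing the limit was not always enough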; also: some compounds called inactive have numbers as strong as hits
# Neddyl block: inhibitors of cullin neddylation, primary screen, biochemical, TR-FRET, uHTS, NAE and Ubc12; NEDD8-conjugating enzyme Ubc12 (Homo sapiens) + NEDD8-activating enzyme E1 regulatory …; calls only at 25 µM; hit rate 0.58% among 360,000; AID 651699, 2012; in the data active = inhibition above about 36%
# An asterisk follows results filed as active; i = inactive; . = no result given; + = active, no number.
# Start of the data: the first 2 compounds as a preview:
SMILES,MT1-MMP act inh,CendR NRP1 mod,MsrA inh,E coli Lon inh,Rin1-Abl PPI inh,FAS-TE inh,MsrA act,SKN-1 inh,Neddyl block
COc1ccccc1NC(=O)c1nc(S(=O)(=O)Cc2ccccc2)ncc1Cl,-3,8,2.0,-4,-2,55*,-3,-11,i
Cc1ccc(C(=O)Nc2c(N)nc(SCC(=O)Nc3cc(C)on3)[nH]c2=O)cc1,0,0,0.2,-14,0,-4,-6,20,i

# The list itself, from the start:
SMILES,MT1-MMP act inh,CendR NRP1 mod,MsrA inh,E coli Lon inh,Rin1-Abl PPI inh,FAS-TE inh,MsrA act,SKN-1 inh,Neddyl block
COc1ccccc1NC(=O)c1nc(S(=O)(=O)Cc2ccccc2)ncc1Cl,-3,8,2.0,-4,-2,55*,-3,-11,i
Cc1ccc(C(=O)Nc2c(N)nc(SCC(=O)Nc3cc(C)on3)[nH]c2=O)cc1,0,0,0.2,-14,0,-4,-6,20,i
COC(=O)CCNS(=O)(=O)c1ccc2nsnc2c1,0,-14,0.6,0,0,-10,-1,-6,i
O=C(NNC(=O)c1ccc[nH]1)Nc1cc(Cl)cc(Cl)c1,0,-14,0.3,-2,4,-3,-2,-2,i
CC(=O)c1nn(-c2cccc(Br)c2)cc1C(=O)c1ccc(Cl)cc1,-1,13,-0.9,-2,-7,4,-9,-2,i
O=C(Cn1nc(C(=O)O)c2ccccc2c1=O)Nc1cccc(S(=O)(=O)N2CCCCCC2)c1,-2,-15,0.2,12,1,-5,-12,7,i
N#Cc1ccccc1OCCN1C(=O)c2ccccc2C1=O,4,1,-0.5,3,-1,-1,-1,-13,i
Cc1nc2c(-c3ccc(F)cc3)c(C)nn2c(C)c1CCC(=O)NCc1ccco1,7,1,0.1,6,0,6,2,-10,i
O=C(OCc1ccc(F)cc1)c1ccc2ccccc2n1,-4,-1,2.2,-5,5,5,-13,1,i
Cc1ccc(Cn2ncn3c(cc4ccccc43)c2=O)cc1,-3,-19,-0.7,0,1,21,0,-6,i
CCCCN1C(=O)c2ccccc2C1C(=O)NC1CCCC1 (centres undefined),9,10,-1.8,-5,-4,-6,-3,4,i
Cc1ccc(N(CC(O)COCc2ccco2)S(=O)(=O)c2ccc(C)cc2)cc1 (centres undefined),-3,-25,-0.2,-14,2,11,2,-10,i
CCc1cc(C(=O)N2CCCC(C(=O)c3cccc(OC(C)C)c3)C2)n(C)n1 (centres undefined),2,-4,-1.8,-3,0,-3,-4,1,i
CCCSc1ccc([C@@H]2[C@@H]3C(=O)N(C)C(=O)[C@@H]3[C@]3(C(=O)OC)CCCN23)cc1OC,-8,-3,.,1,0,-5,-3,13,i
CC(=NNC(=O)c1ccc(NS(=O)(=O)c2cccs2)cc1)c1ccc(OCC(N)=O)cc1,-1,-3,2.2,8,-3,-8,-4,-16,i
CCOC(=O)c1cc2c(=O)n3ccccc3nc2n(CC(C)C)c1=NC(=O)c1ccco1,-1,0,1.1,-4,-4,38,4,2,.
CCCCN1CC(COc2ccccc2)OC1=O (centres undefined),1,-2,0.1,-2,2,-1,-2,-2,i
Cc1nn(-c2ccccc2)c(C)c1/C=N/NC(=O)CSc1nnc(-c2ccccc2)n1-c1ccc(Cl)cc1,-5,-3,-0.9,0,-1,22,-4,2,i
CC(=O)N(C)c1ccc(N=Cc2c(O)ccc3ccccc23)cc1,-3,-97,-0.8,2,-2,-5,-6,-12,i
Cc1ccc(S(=O)(=O)N2CCOC2CNC(=O)C(=O)NCc2ccncc2)cc1 (centres undefined),-2,2,-0.9,-16,-6,-8,-8,-4,i
O=C(NCc1ccncc1)C(=O)NCC1OCCCN1S(=O)(=O)c1ccc(F)cc1 (centres undefined),1,-10,-0.1,-1,-1,-4,-4,17,i
CC(=O)c1cccc(NC(=O)c2ccc(C)c(S(=O)(=O)N3CCOCC3)c2)c1,0,-4,0.1,3,-1,-3,-1,19,i
O=c1nc2c(-c3cccc(Br)c3)n[nH]n2c2ccccc12,-3,3,-1.2,-3,-1,-4,0,11,i
CC(CCn1cccn1)NC(=O)c1cc(COc2ccc(F)cc2F)on1 (centres undefined),-1,-6,0.9,-6,3,-1,-2,6,i
COc1ccc(-n2c(-c3ccc(C)cc3)n[nH]c2=S)cc1,-1,2,-0.8,2,-1,-10,0,0,i
O=C(NN=C1C2CC3CC1CC(Cl)(C3)C2)c1ccccn1,2,-10,0.3,2,0,-5,-2,1,i
O=C1/C(=C/c2ccc(F)cc2)SC(=S)N1CCCC(=O)N1CCCCC1CCO (centres undefined),1,-4,1.5,3,-5,14,0,14,i
COc1ccccc1CNC(=O)[C@H](C)NC(=O)C1CCN(C(=O)[C@@H](N)C(C)C)CC1,-19,-10,0.4,12,-2,-7,-6,8,i
CCOC(=O)c1c(N=CN(C)C)c(C#N)n2c1CCC2,3,5,-1.1,-4,-3,-4,-2,21,i
COc1ccc(C(=O)C2CCCN(C(=O)C3=CCCC3)C2)c(C)c1 (centres undefined),0,-12,0.5,1,-4,-5,-2,-23,i
O=[N+]([O-])c1cc2c(cc1/C=N/Nc1nc(Nc3ccccc3)nc(N3CCCCC3)n1)OCO2,10,-24,-0.2,6,-2,24,-1,13,i
Cn1cnnc1SCC(=O)NC1CC1,3,5,-0.5,-4,2,-11,-1,3,i
COc1ccc(/C=C2\SC(=S)N(CCCC(=O)N3CCOCC3)C2=O)cc1,-3,11,-1.2,15,-4,11,-2,-6,i
CC(C#N)Sc1ccc(S(=O)(=O)N2CCCCC2)cn1 (centres undefined),15,-3,-0.3,-5,5,0,-10,-9,i
Cc1cc2c(cc1C)-n1nnnc1C(N1CCN(c3ncccc3C#N)CC1)C(=O)N2 (centres undefined),-3,5,-1.0,.,.,.,.,21,i
CSc1nsc(/C=C/Nc2ccc(C)c(C)c2)c1C#N,-71,-123,-0.2,-41,1,9,-5,12,i
Cc1ccccc1-c1nc(CS(=O)CC(=O)NCCN2CCOCC2)c(C)o1 (centres undefined),2,-11,0.6,0,-3,-6,-2,4,i
Cc1ccccc1-c1cc(C(=O)NCC2CC2)n(CC2CC(c3cccnc3)=NO2)n1 (centres undefined),0,19,1.0,-9,4,-5,-7,0,i
CCCc1nc2nc(C)c(NS(=O)(=O)c3ccc(C)c(C)c3)c(=O)n2[nH]1,-3,-7,0.0,2,-4,-2,-1,2,i
Nc1nc(NC2CCCCC2)nc(NCCO)c1[N+](=O)[O-],-4,3,4.4,2,5,-1,-9,5,i
O=C(Oc1ccc(N(C(=O)c2ccncc2)S(=O)(=O)c2ccc(F)cc2)cc1)c1ccncc1,5,12,-0.3,-6,3,10,-4,10,i
CN(CC(=O)Nc1c(Cl)cccc1Cl)C(=O)CC1OC(=O)c2ccccc21 (centres undefined),0,4,0.4,-5,5,-6,-3,3,i
COCCn1c(C)cc(/C=N/NC(=O)c2cc3ccccc3cc2O)c1C,1,-6,.,-15,1,1,-3,6,+
O=C1[C@H]2[C@@H](c3ccc(F)cc3)N3C(=O)N(c4cccc(Br)c4)C(=O)[C@@]3(Cc3ccccc3)[C@H]2C(=O)N1C1CCCCC1,-1,-2,-0.5,6,-2,80*,-2,-1,i
Cc1ccc(S(=O)(=O)Nc2cc(C(F)(F)F)ccc2N2CCOCC2)cc1C,-4,-2,-1.0,-11,0,33,-4,3,i
CCOC(CNC(=O)c1cc(C)nn1-c1ccccc1)OCC,8,-3,-0.9,-1,0,-5,-2,13,i
COC(=O)Cn1cnc2c(cnn2-c2ccc(OC)cc2)c1=O,2,3,0.1,-1,0,-7,-2,22,i
COc1ccc(C(=O)c2ccccc2C(=O)c2ccccc2)cc1,-3,15,1.5,-8,-4,9,-3,14,i
c1cc(-c2noc(CC3CCCCC3)n2)ccn1,-1,-4,1.4,-7,-1,4,-4,-9,i
CN(C)C(=O)c1cc(Cl)ccc1Sc1cc(Cl)ccc1Cl,7,4,1.3,1,0,5,-1,-7,i
CC(=O)Nc1nc(C)c(Oc2cccc(C(F)(F)F)c2)c(=O)[nH]1,0,22,-0.6,-6,-3,-5,-4,-20,i
COC(=O)C1(C(=O)OC)C2CCCCC2N(S(=O)(=O)c2ccc(C)cc2)[C@@H]1CC(C)=O (some centres undefined),6,-7,-0.3,.,.,.,.,-12,i
O=C(COc1ccc(Cl)cc1Cl)N1CCCCCC1,-3,13,0.3,7,-3,-1,0,26,i
Fc1ccc(NCc2n[nH]c(=S)n2Cc2ccccc2)cc1,2,5,0.7,-7,4,-2,-2,5,i
N#Cc1cc(-c2ccccc2)oc1NC(=O)c1ccccc1,-1,-14,-0.1,-4,-1,11,-3,8,i
O=C(CN1CCN(C2CCCCC2)CC1)Nc1ccccc1N1CCCCC1,3,-7,-0.4,6,3,2,0,23,i
Cc1nn(-c2ccccc2)c(N)c1Sc1ccccc1[N+](=O)[O-],4,9,0.5,-10,1,8,-12,8,i
FC(F)(F)c1ccccc1CNCc1ccc2c(c1)OCO2,0,9,-1.2,6,4,1,-3,-7,i
CCOc1ccccc1N(CC(=O)OC)S(=O)(=O)c1ccccc1,7,1,1.0,-6,1,8,3,-22,i
CN1CCc2c(sc(NC(=O)CS(=O)(=O)c3ccc(F)cc3)c2C(N)=O)C1,2,3,1.8,2,0,-8,-4,-17,i

# (listing goes on)
SMILES,MT1-MMP act inh,CendR NRP1 mod,MsrA inh,E coli Lon inh,Rin1-Abl PPI inh,FAS-TE inh,MsrA act,SKN-1 inh,Neddyl block
O=C(O)CCC(=O)c1c[nH]c2ccccc12,-1,-6,-0.3,-8,0,-12,3,3,i
O=C(O)CCC/C=C\C[C@@H]1[C@@H](/C=C/[C@@H](O)COc2cccc(Cl)c2)[C@H](O)C[C@@H]1O,3,11,-1.1,-4,2,-5,-5,-8,i
C[C@@H](NC(=O)Cn1cnc2c(NCc3ccccc3)ncnc21)c1cccc2ccccc12,4,-14,1.7,3,-5,-3,3,-6,i
CC(=O)Nc1ccc(NC(=O)CN(c2cccc(C)c2)S(C)(=O)=O)cc1,16,0,1.5,-4,2,-11,-1,-2,i
CC(C)Oc1cc(NC(=O)CS(=O)CC(=O)Nc2cccc(C(F)(F)F)c2)c(Cl)cc1Cl (centres undefined),4,0,2.7,-3,6,29,2,14,i
COc1ccc(CC2(C)OC(c3ccc(C)cc3)=NN2C(C)=O)cc1 (centres undefined),-4,0,-0.3,3,1,19,-4,4,.
Cc1noc(C)c1COC(=O)c1ccc(S(=O)(=O)N2CCCCC2)cc1,1,8,1.3,-8,-2,5,1,11,i
CCCc1nnc(NC(=O)c2cccc(OC)c2)s1,6,-5,-1.0,-13,4,-3,-2,3,i
O=C(/C=C/c1ccccc1[N+](=O)[O-])OC1CCCCC1=O (centres undefined),-1,0,-0.8,-4,1,-2,-3,-25,i
O=C(CC1CCCC1)N1CCCC(Nc2ccc(F)cc2)C1 (centres undefined),2,-3,1.9,3,2,0,-6,2,i
Cc1ccc(Oc2c(CO)c(-c3ccccc3)nn2C)cc1,4,5,-0.3,-1,7,0,-3,-5,i
CCN(C(=O)CSc1nc(-c2cccs2)nc2ccccc12)C1CCS(=O)(=O)C1 (centres undefined),8,-6,1.8,-17,-7,3,-6,1,i

# Screening data as filed in PubChem BioAssay.
